BLM helicase inh – blocks DNA unwinding by human BLM helicase | P54132 | recombinant BLM DNA unwinding, fluorescence dequenching | Potency, µM (titrated, usually from 56.1 µM), without a hit: at the highest dose activity change, negative = inhibition, most hits filed as inhibitors | hit rate 0.2% among 350,000;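 also: potency is read from the fitted curve at half-maximal effect; plate controls were vehicle for no effect and no enzyme for full effect; nearly all actives have a fitted effect of over 35% in size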
TRHR ag – agonists of human TRH receptor; P34981; TRHR cells, calcium flux fluo-8, FDSS agonist mode; activation, % at 2 µM; hit rate 0.18% among 360,000; in the data active = activation above about 30%; also: 0% is about no effect
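Steps: seed TRHR cells overnight; add fluo-8 no-wash Ca dye, RT 30 min–1.5 h; record 10 s baseline; pin-transfer compounds; monitor fluorescence 1 cycle/s for the agonist window. Calcium increases flag candidate agonists.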
APEX1 inh – APE1 (human) endonuclease inhibition | hit rate 0.35% among 350,000 | P27695 | Potency, µM (highest dose often 65.8 µM), for inactives: at the highest dose activity change, negative = inhibition, most hits filed as inhibitors | recombinant APE1, TAMRA/BHQ-2 abasic DNA cleavage fluorescence | AID 2517;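 also: potency is read from the fitted curve at half-maximal effect; plate controls were vehicle for no effect and reference inhibitor for full effect; nearly all actives have a fitted effect of over 55% in size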
Target sequence (P27695 whole entry, looked up): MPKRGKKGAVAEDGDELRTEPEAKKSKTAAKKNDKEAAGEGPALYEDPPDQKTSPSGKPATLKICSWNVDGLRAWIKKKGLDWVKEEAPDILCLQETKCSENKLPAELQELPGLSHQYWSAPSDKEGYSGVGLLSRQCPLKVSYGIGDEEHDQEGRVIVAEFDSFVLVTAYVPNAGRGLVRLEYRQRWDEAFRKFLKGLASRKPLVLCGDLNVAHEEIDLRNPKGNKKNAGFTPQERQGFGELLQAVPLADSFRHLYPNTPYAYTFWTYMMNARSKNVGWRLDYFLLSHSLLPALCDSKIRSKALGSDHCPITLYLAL
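APE1 at 0.75 nM preincubated 15 min at room temperature with compound. Reaction then started with 50 nM double-stranded THF-abasic substrate labelled with TAMRA/BHQ-2, and 525/598 nm fluorescence read kinetically. Activity taken as third-minus-first read difference, normalized to DMSO and NSC13755 controls.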
POLB inh – blocks human DNA polymerase beta activity. P06746. Pol beta primer extension/strand displacement, fluorescence kinetic. Potency, µM (top dose mostly 114 µM), for the others: top-dose activity change, negative = inhibition, usual class: inhibitors. hit rate 1.3% among 340,000. AID 485314; also: potency is read from the fitted curve at half-maximal effect; % is scaled to controls: 0 for no effect and ±100 for the full control effect
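Human Pol beta at 10 nM; strand-displacement substrate 50 nM final. Compound exposure 15 min at room temperature before start, reaction 10 min at room temperature.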
Pol iota inh – blocks human DNA polymerase iota activity; AID 588590; Pol iota fluorescent replication assay, 10 min; Q9UNA4; Potency, µM (titrated, usually from 115 µM), for the others: at the highest dose activity, negative = inhibition, hits mostly inhibitors; hit rate 1% among 390,000; also: potency is read from the fitted curve at half-maximal effect
Target sequence (Q9UNA4 whole entry, looked up): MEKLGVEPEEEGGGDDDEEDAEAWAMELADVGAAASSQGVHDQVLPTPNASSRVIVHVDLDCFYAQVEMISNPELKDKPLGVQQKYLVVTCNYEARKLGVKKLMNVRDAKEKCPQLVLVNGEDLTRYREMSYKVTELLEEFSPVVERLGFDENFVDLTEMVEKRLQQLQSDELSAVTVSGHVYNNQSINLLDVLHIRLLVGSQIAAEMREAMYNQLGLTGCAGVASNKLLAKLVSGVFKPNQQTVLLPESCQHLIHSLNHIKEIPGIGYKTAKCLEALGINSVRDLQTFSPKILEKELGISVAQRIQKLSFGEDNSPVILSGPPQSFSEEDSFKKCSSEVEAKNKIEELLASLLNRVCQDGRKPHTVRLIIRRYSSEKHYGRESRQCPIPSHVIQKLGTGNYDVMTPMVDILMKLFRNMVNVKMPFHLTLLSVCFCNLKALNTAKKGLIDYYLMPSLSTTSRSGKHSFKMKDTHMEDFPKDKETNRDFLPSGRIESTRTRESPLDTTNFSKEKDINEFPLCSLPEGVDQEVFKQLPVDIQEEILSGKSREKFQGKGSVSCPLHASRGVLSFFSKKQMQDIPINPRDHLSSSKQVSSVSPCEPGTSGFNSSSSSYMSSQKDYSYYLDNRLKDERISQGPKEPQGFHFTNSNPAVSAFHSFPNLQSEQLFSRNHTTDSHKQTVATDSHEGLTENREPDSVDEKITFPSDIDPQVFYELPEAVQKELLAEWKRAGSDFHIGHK
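Pol iota at 10 nM preincubated 15 min with compounds at room temperature; reaction started with fluorescent substrate, 50 nM final. Fluorescence read kinetically at 0 and 10 min; buffer-only wells as negative control.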
12-LOX inh – blocks human arachidonate 12S-lipoxygenase. P18054. purified 12hLO, xylenol orange hydroperoxide absorbance. AID 1671190. hit rate 1.1% among 580,000. Potency, µM (highest dose often 108 µM), for inactives: top-dose activity change, negative = inhibition, actives largely listed as inhibitors; also: potency is read from the fitted curve at half-maximal effect; % is scaled to controls: 0 for no effect and ±100 for the full control effect
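Purified human 12hLO at 150 nM in 25 mM Hepes, 0.01% Triton X-100, pH 7.0, preincubated 15 min at room temperature with compound. Reaction started with 40 uM arachidonic acid, 30 min at room temperature. Hydroperoxide measured by Fe-xylenol orange, 573/405 nm absorbance ratio.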
Apoferritin bind – candidate novel general anesthetic via apoferritin binding | AID 485281 | hit rate 0.074% among 350,000 | P02791 | Potency, µM (series often up to 77.5 µM), for inactives: at the top dose activity change, negative = displacement, actives largely listed as inhibitors | apoferritin/1-aminoanthracene competitive binding, fluorescence; also: potency is read from the fitted curve at half-maximal effect; % is scaled to controls: 0 for no effect and ±100 for the full control effect; nearly all actives have a fitted effect of over 20% in size
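Apoferritin-based anesthetic binding model; compound displacement of fluorescent 1-AMA measured as endpoint fluorescence after 10 minutes at room temperature, scaled to free-ligand and complex controls.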
ERG-DNA inh – ERG Ets/DNA interaction inhibition; P11308; AID 624246; Potency, µM (doses to about 76.9 µM), for the others: top-dose FP activity, negative = inhibition, most hits filed as inhibitors; fluorescence polarization, His-ERG Ets domain / labelled DNA; hit rate 0.028% among 370,000; active = well fitted inhibition curve with a large enough effect in the polarisation, with a control signal flat; inconclusive = small, poorly fitted or top-dose-only effect, or effect the other way, or a change in a side signal; inactive = no such curve, though single readings can be large or run the other way; the % refers to the polarisation;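 also: polarization taken with two DNA probes labelled with fluorescein and Texas red; potency is read from the fitted curve at half-maximal effect; % of control where 0% means no effect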
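His-tagged ERG Ets domain (1 uM in the protein solution; 300mM KCl, 50mM Tris-HCl, 1mM EDTA, 1mM DTT, pH 7.5) received compound, then a probe mix of 5 nM fluorescein-DNA and 100nM Texas-615-DNA. Fluorescence polarization was read for both dyes.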
POLK inh – inhibitors of human DNA polymerase kappa; purified Pol kappa, fluorescent DNA synthesis assay, 10 min; hit rate 0.53% among 400,000; Potency, µM (titrated, usually from 107 µM), for the others: at the top dose activity, negative = inhibition, hits mostly inhibitors; also: potency is read from the fitted curve at half-maximal effect; % is scaled to controls: 0 for no effect and ±100 for the full control effect
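Readout: fluorescence, taken kinetically at 0 and 10 min. Conditions: 10 nM Pol kappa, 15 min RT compound preincubation, 50 nM substrate final. Controls: enzyme-free buffer wells.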
* marks the source's active call; other numbers are inactive results; ? = inconclusive; . = no result given; & = joins results of further samples; [ ] = dose if it differs, or a comment. Unless noted, calls follow the shape of the dose curve; as a rule, active = well fitted curve in the direction sought with a large enough effect; inconclusive = small, poorly fitted or top-dose-only effect, or another doubt; inactive = no such curve, though single readings can be large; an effect the other way counts as inactive or inconclusive. A portion of the library. The share of hits here may be higher or lower than overall.

compound | BLM helicase inh | TRHR ag | APEX1 inh | POLB inh | Pol iota inh | 12-LOX inh | Apoferritin bind | ERG-DNA inh | POLK inh
Cc1c(O)c(CN2CCCCC2)cc2c1oc(=O)c1ccccc12 | -4% | 2.2 | -1% | 16% | -7% | 0% | -8% | -9% | -1%
C[C@@H](O)[C@H]1O[C@]2(C)CCC[C@H]1O2 | . | 0.4 | -8% | . | 1% | 26% | . | 12% | -6%
CCOC(=O)N1CCN(C(=O)C2CCN(c3ncnc4c3sc3cccc(F)c34)CC2)CC1 | -1% | -0.6 | 0% | ? | ? | 8% | -17% | 4% | -1%
Cn1nnnc1SCC(=O)NNC(=O)c1ccc(Cl)cc1 | -2% | 0.1 | -5% | 21% | 42%[activator] | 11% | -5% | -10% | -8%
CC(=O)Nc1ccc(S(=O)(=O)N(C)CC(=O)OC2CCCCC2=O)cc1 (stereo not given) | . | 1.1 | 0% | . | 3% | 4% | . | 8%[15.4 µM] | -3%
O=S(=O)(Nc1ccc(-c2cn3c(n2)SCC3)cc1)c1ccccc1F | -1% | -0.3 | -19% | -10% | 11% | 393%[activator] | ? | 9% | -10%
CC[n+]1c(C)sc2sc3ccccc3c21 | 3% | 4.5 | 5% | 0% | . | . | ? | . | .
CC1Cc2ccccc2N1C(=O)CN(C)CC(=O)Nc1ccc(OC(F)(F)F)cc1 (stereo not given) | . | -0.3 | 2% | . | -12% | 97%[activator] | . | -6% | 4%
S=C(Nc1ccc(Cl)cc1Cl)NC1CCCCC1 | -13% | 0.8 | 14% | 3% | 1% | 465%[activator] | -10% | -17% | -2%
O=C1c2ccccc2C(=O)C12OC(c1ccccc1)C1(C(=O)c3ccccc3C1=O)C2c1ccc([N+](=O)[O-])cc1 (stereo not given) | . | . | . | . | 9% | 5% | . | 1% | -3%
Cc1ccn2cc(CCNS(=O)(=O)c3ccc4ccccc4c3)nc2c1 | . | . | . | . | 15% | 387%[activator] | . | -1% | -12%
C=CCn1c(SCC(=O)Nc2cc(NC(C)=O)ccc2OC)nnc1-c1cccnc1 | -3% | -0.6 | 2% | 1% | -1% | 0% | -6% | -2% | -1%
O=[N+]([O-])c1ccccc1S(=O)(=O)Nc1ncccn1 | -4% | -0.1 | 19% | 16% | 3% | -6% | -10% | 0% | -28%
Cc1ccc(C)c(S(=O)(=O)N2CCN(C(=O)c3ccncc3)CC2)c1 | . | 0.8 | -2% | . | 22% | 21% | . | 16% | -8%
CC(C)C(C)NC(=O)COC(=O)c1cc(S(=O)(=O)N(C)C)ccc1N1CCCC1 (stereo not given) | -1% | -1.0 | -3% | 20% | . | . | -7% | . | .
Cc1ccc(C(=O)OCC(=O)N2CC(C)OC(C)C2)cc1 (stereo not given) | 0% | 0.7 | 3% | 34% | 52%[activator] | 3% | 3% | 8% | 1%
COc1cccc(NC(=O)CN2CCN(CC(=O)Nc3ccc(F)cc3)CC2)c1 | 1% | -1.3 | -1% | 73% | -6% | 0% | 2% | -11% | -11%
O=C1CCCC(=O)C1=C1SCCCS1 | -3% | 0.3 | -3% | -27% | ? | -8% | -4% | . | -9%
Cc1cccc(Cc2c(C)nc3nc(SCC(=O)NC4CCCCC4)nn3c2C)c1 | 0% | 0.1 | . | -2% | -11% | 0% | ? | -4% | 1%
CN(C)/C=C(\C#N)C(=O)c1cccnc1Oc1cccc(F)c1 | 0% | -0.1 | -1% | -9% | -7%[58.9 µM] | 2% | -6% | 9% | -4%
C/C(=N/OC(=O)c1c(-c2ccccc2Cl)noc1C)c1cnccn1 | -3% | 0.7 | 0% | 1% | 8% | -26% | ? | 6% | 12%
Cc1oc2cc(OC(C)C(=O)O)ccc2c(=O)c1Oc1ccccc1 (stereo not given) | 0% | 0.4 | 13% | 30% | -4% | 0% | -9% | -1% | -3%
CCN(CC(=O)NCc1ccc(F)cc1)C(=O)c1cc2ccccc2o1 | -1% | -0.2 | 26% | 36% | 33%[activator] | 0% | -6% | 21% | -15%
CC(=O)Nc1ccc(S(=O)(=O)Nc2ccc3c(c2)OCCO3)cc1 | -5% | 0.1 | -1% | -26% | 52%[activator] | . | -9% | 3% | 2%
O=C(COC(=O)c1ccncc1)Nc1cc(Cl)ccc1Cl | -10% | 0.2 | -1% | 1% | -4%[58.9 µM] | -11% | -13% | -5% | -11%
Cc1c(Cl)cccc1NC(CC(=O)c1ccccc1)C(=O)O (stereo not given) | -2% | -0.2 | 6% | 22% | ? | ? | -2% | -5% | -4%
CCSc1nnc(NC(=O)CSc2c(Cl)cccc2Cl)s1 | -4% | -0.6 | -7% | 10% | -1% | -11%[57.4 µM] | ? | -6% | ?
COc1ccc(-n2c(Cc3cccn3C)nnc2SCC(=O)Nc2ccc(F)cc2)cc1 | -5% | 0.0 | -1% | -9% | 35%[activator] | 415%[activator] | -13% | -7% | 5%
O=C(NC1CC1)c1ccc(CSCc2ccccc2Cl)o1 | -1% | -0.5 | 8% | 3% | 18% | -12% | 4% | -9% | -8%
CCc1nnc(NC(=O)CSc2nnc(CNc3ccc(OC)cc3)n2C)s1 | 1% | 0.4 | 8% | 34% | 53%[activator] | -6% | 3% | -2% | -5%
Cc1ccc(-c2cc(C(F)(F)F)nn2-c2ccc(S(N)(=O)=O)cc2)cc1 | -13%&-3%&-7% | -0.8 | -5%&-1%&-1% | -19% | 20% | ? | -18%&-9% | -3% | -25%
Cn1c(COc2ccccc2)nc2ccccc21 | -6% | -0.1 | ? | 10% | 27% | 64%[activator] | -23% | 2% | 0%
Cc1cc(=O)oc2cc(OCc3ccc(C(=O)OCC(=O)Nc4ccc(N(C)C)cc4)cc3)ccc12 | -10% | 0.4 | 21% | ? | -14% | ? | 0% | 1% | -38%
CC1CC(C)CN(C(=S)Nc2ccc3nc4n(c(=O)c3c2)CCCCC4)C1 (stereo not given) | -3% | -0.8 | 5% | 0% | -3% | 2% | ? | -4% | -5%
O=C(CN1C(=O)NC2(CCCC2)C1=O)Nc1ccccc1N1CCCCC1 | . | -0.1 | 14% | . | 29% | -24% | . | -7% | -11%
Cc1cc(C)c(C(=O)CN2C(=O)NC3(CCC(C)CC3)C2=O)cc1C (stereo not given) | 0% | 0.0 | -2% | 4% | 43%[activator] | 0% | -18% | 1% | -9%
Cc1onc(-c2ccc(Cl)cc2Cl)c1-c1csc(COc2ccccc2)n1 | -6% | 1.2 | 6% | 3% | -1% | -6% | 15% | 13% | -25%
CC(=O)c1ccsc1-c1c(C)cc2oc(=O)cc(-c3ccccc3)c2c1C | -9%[75.6 µM] | . | 9%&-7% | . | 18% | -5% | -22%[110 µM] | -3% | -2%
CCOC(=O)c1c(C)[nH]c(C(=O)COC(=O)c2cc(C)oc2C)c1C | . | 0.6 | 12% | . | -14% | 5% | . | 8% | -2%
O=C(NCCCc1nc2ccccc2n1Cc1ccc(Cl)cc1)c1ccco1 | -1% | -1.4 | . | 0% | -1% | -9% | -8% | 1% | 12%

Full records from above. Values in the order: BLM helicase inh, TRHR ag, APEX1 inh, POLB inh, Pol iota inh, 12-LOX inh, Apoferritin bind, ERG-DNA inh, POLK inh
C[C@@H](O)[C@H]1O[C@]2(C)CCC[C@H]1O2 is listed as ., 0.4, -8%, ., 1%, 26%, ., 12%, -6%
Cc1ccc(C(=O)OCC(=O)N2CC(C)OC(C)C2)cc1 (stereo not given) is listed as 0%, 0.7, 3%, 34%, 52%[activator], 3%, 3%, 8%, 1%
CCOC(=O)N1CCN(C(=O)C2CCN(c3ncnc4c3sc3cccc(F)c34)CC2)CC1 is listed as -1%, -0.6, 0%, ?, ?, 8%, -17%, 4%, -1%
O=C(COC(=O)c1ccncc1)Nc1cc(Cl)ccc1Cl is listed as -10%, 0.2, -1%, 1%, -4%[58.9 µM], -11%, -13%, -5%, -11%

Of the compounds above, these contain a CF3 group:
compound | BLM helicase inh | TRHR ag | APEX1 inh | POLB inh | Pol iota inh | 12-LOX inh | Apoferritin bind | ERG-DNA inh | POLK inh
CC1Cc2ccccc2N1C(=O)CN(C)CC(=O)Nc1ccc(OC(F)(F)F)cc1 (stereo not given) | . | -0.3 | 2% | . | -12% | 97%[activator] | . | -6% | 4%
Cc1ccc(-c2cc(C(F)(F)F)nn2-c2ccc(S(N)(=O)=O)cc2)cc1 | -13%&-3%&-7% | -0.8 | -5%&-1%&-1% | -19% | 20% | ? | -18%&-9% | -3% | -25%

(next part)
compound | BLM helicase inh | TRHR ag | APEX1 inh | POLB inh | Pol iota inh | 12-LOX inh | Apoferritin bind | ERG-DNA inh | POLK inh
CC(C)(C)C(=O)/C=C(\N)c1ccccn1 | -1% | 1.0 | 2% | 1% | 0% | 31% | -5% | 4% | -1%
COc1cccc(OCc2nnc(SCC(=O)NNC(=O)C3CCCCC3)n2C)c1 | -1% | 0.0 | 0% | 24% | 56%[activator] | 12% | -6% | 5% | -4%
CC(C)(C)NS(=O)(=O)c1cc(C(=O)Nc2sccc2C#N)ccc1Cl | -11% | 4.6 | ? | ? | 1% | -5% | 9% | 27% | -17%
COc1ccc(CNC(=O)C(=O)Nc2cc(Cl)ccc2OC)cc1 | -1% | 2.1 | . | -26% | 16% | 2% | -5% | -12% | -6%
O=C(Nc1ncccc1O)c1cc2ccccc2o1 | . | 0.0 | 44% | . | 18% | ? | . | -6% | -7%
Cc1cnc(C)c(N2CCC(C(=O)NCc3cccs3)CC2)n1 | 2% | 0.1 | 0% | 2% | -10% | 19% | -6% | -2% | 0%
O=C(Nc1nnc(S(=O)(=O)N2CCCc3ccccc32)s1)c1cccc(Cl)c1 | 0% | -0.3 | . | 8% | 9% | -1% | -5% | 4% | 4%

Compound activity (PubChem BioAssay)
